Screening results (PubChem)
D2 PAM: positive allosteric modulators of human D2 dopamine receptor | potentiation, % at 10 µM | HEK293 T-REx D2, calcium flux, EC20 dopamine potentiation | 340,000 tested, 0.34% active | P14416;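 active means potentiation over 3 SD above the plate norm, cut at about 30% in these data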; further: 0% is about no effect
Target sequence (P14416 whole entry, looked up): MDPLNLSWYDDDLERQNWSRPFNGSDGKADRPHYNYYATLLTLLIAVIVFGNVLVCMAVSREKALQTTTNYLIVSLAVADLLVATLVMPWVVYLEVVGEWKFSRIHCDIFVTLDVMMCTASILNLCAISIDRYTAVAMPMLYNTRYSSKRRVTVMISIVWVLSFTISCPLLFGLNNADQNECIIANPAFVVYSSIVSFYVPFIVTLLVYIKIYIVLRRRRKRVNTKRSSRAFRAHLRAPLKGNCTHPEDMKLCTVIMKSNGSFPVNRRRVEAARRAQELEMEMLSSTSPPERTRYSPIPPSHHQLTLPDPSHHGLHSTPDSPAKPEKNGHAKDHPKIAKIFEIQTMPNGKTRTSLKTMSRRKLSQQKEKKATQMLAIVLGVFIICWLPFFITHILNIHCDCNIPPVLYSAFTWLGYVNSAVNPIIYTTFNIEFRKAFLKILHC
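Cells plated with tetracycline inducer and held overnight at 30 C; calcium dye loaded 30–90 min at room temperature; baseline taken, compound added and read 180 s; EC20 dopamine then added and read 180 s.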
D2 antag: antagonists of human D2 dopamine receptor | P14416 | HEK293 TREx D2 cells, calcium flux, dopamine EC80 | inhibition, % at 10 µM | 340,000 tested, 2% active; in the data active means inhibition above about 30%; further: 0% is about no effect
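Calcium flux kinetic readout in an inducible HEK293 TREx D2 line plated overnight at 30 C. After 180 s compound exposure, an EC80 dopamine challenge follows with another 180 s kinetic read to detect antagonism.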
RXFP1 antagonist: RXFP1 (human) relaxin receptor antagonism | 350,000 tested, 0.59% active | activity change, negative = inhibition, % at 57.5 µM | HEK293-RXFP1, relaxin-stimulated cAMP HTRF, 30 min; active compounds read low;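 active means activity change of -60% or lower, but not beyond a set lower limit; inconclusive means change between -60% and -40%, or beyond the set limit; inactive means change above -40%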; further: on the % scale 0 is the no-effect control and ±100 the full control effect
D1 antagonist: antagonists of human D1 dopamine receptor; P21728; HEK293 TREx D1 cells, calcium flux, dopamine EC80; active compounds read low; activity change, negative = inhibition, % at 10 µM; 360,000 tested, 3.2% active; AID 504652; in the data active means activity change below about -30%; further: on the % scale 0 is the no-effect control and ±100 the full control effect
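Tetracycline-induced HEK293 Trex D1 cells, force-coupled to calcium, dye-loaded; compounds added and read 180 s, then EC80 dopamine added and calcium flux tracked kinetically another 180 s.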
D1 ag: activates the human D1 dopamine receptor | P21728 | HEK293 T-REx D1 cells, calcium flux, agonist mode | activation, % at 2 µM | 360,000 tested, 1% active; further: 0% is about no effect
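Tetracycline-induced HEK293 TREx D1 cells, force-coupled to calcium signalling, were dye-loaded with a no-wash calcium kit. Compound was pin-added after a 10 s baseline. Fluorescence was read kinetically at 1 cycle/s for 180 s, with calcium rises flagged as agonism.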
D2 agonist: activates the human D2 dopamine receptor; HEK293 T-REx D2 cells, calcium flux agonist mode; activation, % at 2 µM; AID 485358; 340,000 tested, 0.53% active; P14416;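 active means activation over 3 SD above normal in the single-dose calcium agonist read, cut at about 30% in these data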; further: 0% is about no effect
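Agonism scored from kinetic calcium signal (1 read/sec, 180 s) following compound pin transfer, after a 10 s baseline. Cells: HEK293 Trex line expressing inducible D2 receptor coupled to calcium, dye-loaded after overnight culture at 30 C.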
TRHR agonist: TRH receptor (human) agonism; 360,000 tested, 0.18% active; activation, % at 2 µM; AID 493084; P34981; TRHR cells, calcium flux fluo-8, FDSS agonist mode; further: 0% is about no effect
Target sequence (P34981 whole entry, looked up): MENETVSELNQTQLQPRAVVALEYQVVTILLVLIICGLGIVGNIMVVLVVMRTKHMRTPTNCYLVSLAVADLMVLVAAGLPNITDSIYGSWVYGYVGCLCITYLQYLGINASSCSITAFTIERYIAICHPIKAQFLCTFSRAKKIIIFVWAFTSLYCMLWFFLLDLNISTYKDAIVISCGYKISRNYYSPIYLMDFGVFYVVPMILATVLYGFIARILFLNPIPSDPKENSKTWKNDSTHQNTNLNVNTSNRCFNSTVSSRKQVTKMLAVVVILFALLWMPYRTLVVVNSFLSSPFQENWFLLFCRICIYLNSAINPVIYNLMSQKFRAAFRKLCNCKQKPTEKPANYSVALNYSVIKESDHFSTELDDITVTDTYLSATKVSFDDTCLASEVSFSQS
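Steps: seed TRHR cells overnight; add fluo-8 no-wash Ca dye, RT 30 min–1.5 h; record 10 s baseline; pin-transfer compounds; monitor fluorescence 1 cycle/s for the agonist window. Calcium increases flag candidate agonists.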
TRHR enhancer: allosteric enhancers of human TRH receptor; 360,000 tested, 0.66% active; AID 493056; TRHR cells, fluo-8 calcium fluorescence, EC20 TRH enhancement; enhancement, % at 2 µM; in the data active means enhancement above about 30%; further: 0% is about no effect
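TRHR-expressing cells loaded with fluo-8 calcium dye were read kinetically (ex 480/em 530) during compound addition, then stimulated with an EC20 of TRH (10 nM final). Enhancement of the Gq-mediated intracellular calcium response was scored.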
D1 potentiator: enhances dopamine response at the human D1 receptor; HEK293 TREx D1 cells, calcium flux, dopamine EC20 potentiation; 360,000 tested, 0.036% active; potentiation, % at 10 µM; AID 504651; in the data active means potentiation above about 30%; further: 0% is about no effect
* hit, by the source's call; ? = inconclusive; . = not tested or not shown; & = joins results of further samples. Unless noted, no stated cut-off is given here; in the data, active means activation above about 30%; inactive means the rest. Compounds were not picked by outcome; 7.3% or so of the library scored in one or more.

SMILES	D2 PAM	D2 antag	RXFP1 antagonist	D1 antagonist	D1 ag	D2 agonist	TRHR agonist	TRHR enhancer	D1 potentiator
Cc1cc(C)n(-c2nc3c(c(=O)[nH]c(=O)n3C)n2Cc2ccccc2)n1	9.9	-5.0	0.8	0.8	-1.0	0.4	-0.1	26.5	1.9
CC(C)c1ccccc1OCC(=O)Nc1ccccc1C(=O)N1CCOCC1	4.6	0.8	-9.6	6.4	0.5	-0.3	0.0	-6.9	-0.2
Cc1ccc(C)c(CN2C(=O)CSc3ccc(C(=O)NCc4ccc(F)cc4)cc32)c1	22.6	.	.	18.4	-0.2	0.8	-0.2	-1.0	-0.2
O=C(NCC1CCN(Cc2ccccc2Cl)CC1)Nc1cccc(Cl)c1	-13.4	-9.3	-10.5	9.1	10.2	-0.7	1.1	25.1	-0.8
CCOc1ccc(NC(=O)CCC(=O)NNC(=O)c2ccccc2Cl)cc1	6.7	-8.3	-7.7	13.5	3.3	0.7	-0.2	-0.5	-3.1
COc1ccc(-c2nc3ccc(NS(=O)(=O)c4ccc(Cl)cc4)cc3o2)cc1	-6.0	.	-10.3	2.2	1.5	0.8	0.8	0.2	-0.8
O=[N+]([O-])c1cccc(-c2ccc(SCc3ccccn3)nn2)c1	-1.1	8.4	-15.9	5.0	1.1	-0.4	-0.1	0.5	-3.0
CN(C)CCCN(C(=O)CCOc1ccccc1)c1nc2c(F)cccc2s1	-1.1	-5.7	21.1	4.8	8.8	2.3	1.8	-4.5	1.6
CCCCCCCC(=O)N/N=C/c1ccc([N+](=O)[O-])o1	-3.4	19.1	7.7	-5.3	0.7	-0.9	-1.2	0.2	-4.0
CCc1ccc(CNC(=O)c2cc3n(n2)CCCN(Cc2ccccc2)C3=O)cc1	4.1	.	-25.3	-46.6*	66.4*	-0.6	-0.2	1.6	-2.9

Some of the entries so far, with values under each structure.
Fields: D2 PAM | D2 antag | RXFP1 antagonist | D1 antagonist | D1 ag | D2 agonist | TRHR agonist | TRHR enhancer | D1 potentiator
CC(C)c1ccccc1OCC(=O)Nc1ccccc1C(=O)N1CCOCC1
  4.6 | 0.8 | -9.6 | 6.4 | 0.5 | -0.3 | 0.0 | -6.9 | -0.2
Cc1cc(C)n(-c2nc3c(c(=O)[nH]c(=O)n3C)n2Cc2ccccc2)n1
  9.9 | -5.0 | 0.8 | 0.8 | -1.0 | 0.4 | -0.1 | 26.5 | 1.9
O=[N+]([O-])c1cccc(-c2ccc(SCc3ccccn3)nn2)c1
  -1.1 | 8.4 | -15.9 | 5.0 | 1.1 | -0.4 | -0.1 | 0.5 | -3.0
CN(C)CCCN(C(=O)CCOc1ccccc1)c1nc2c(F)cccc2s1
  -1.1 | -5.7 | 21.1 | 4.8 | 8.8 | 2.3 | 1.8 | -4.5 | 1.6

Next section.
SMILES	D2 PAM	D2 antag	RXFP1 antagonist	D1 antagonist	D1 ag	D2 agonist	TRHR agonist	TRHR enhancer	D1 potentiator
Cn1nccc1C(=O)NCc1ccc2c(c1)CCN2C(=O)c1ccc(F)cc1	-0.3	.	-73.4*	-25.2	13.1	-0.1	-0.1	-1.6	-4.0
CCC(C(=O)Nc1nnc2n1CCS2)c1ccccc1 (stereo unspecified)	9.8	.	.	6.9	-0.1	0.8	0.1	1.0	0.1
CCCCNC(=O)C(c1ccc(-c2ccccc2)cc1)N(CCN1CCOCC1)C(=O)CCCCCN1C(=O)NC(c2ccc([N+](=O)[O-])cc2)C(C(=O)OCc2ccccc2)=C1C (stereo unspecified)	1.7	15.6	.	-1.8	0.8	-0.6	0.9	8.1	0.2
COC(=O)COc1cc2ccccc2cc1C(=O)Nc1ccccc1	0.2	-0.6	-10.6	-6.6	5.0	-0.7	-0.2	-8.7	-9.3
O=C(CNC(=O)c1ccc([N+](=O)[O-])cc1)N/N=C\c1ccc(OC(=O)c2ccccc2)cc1	-3.7	59.4*	-13.6	-5.1	3.5	-1.0	-0.2	-8.2	-4.7
Cc1ccc(C)c(S(=O)(=O)NCCOC(=O)Nc2sc(=S)n(C)c2C)c1	8.3	-12.3	-1.1	-28.6	15.1	0.4	-0.5	1.9	-5.9
COc1ccc(CCNC(=O)CCCn2c(=O)c3ccccc3n(Cc3cccc(Cl)c3)c2=O)cc1OC	1.2	.	.	-16.3	2.2	-0.5	-1.5	-9.6	5.8
Cc1ccc(C)c(S(=O)(=O)N2CCCOC2CNC(=O)C(=O)NCc2ccco2)c1 (stereo unspecified)	-0.4	11.3	7.4	-3.6	-2.3	-0.2	-2.0	5.8	-7.8
Cc1cc(C)nc(NC(=O)CSc2nnnn2-c2ccccc2)n1	-4.7	11.1	7.8	2.5	1.0	0.5	0.3	-8.3	-2.1
Cn1c(SCC(=O)N2CCc3ccccc32)nnc1-c1ccc(S(=O)(=O)N2CCCC2)cc1	-5.2	0.5	6.4	7.9	2.1	-1.7	-0.7	2.6	3.9
CC(=O)c1ccc(-c2csc(N3CCC(C(N)=O)CC3)n2)cc1	.	.	.	3.7	1.9	.	-0.2	-2.6	-5.5
CCOCC(=O)Nc1cc(C(=O)OC)cc(C(=O)OC)c1	1.2	5.8	3.9	-1.4	4.7	0.7	0.4	6.0	1.1
Cc1cccc(OCC(=O)NN2C(=O)C3C4C=CC(O4)C3C2=O)c1 (stereo unspecified)	-2.5	-14.9	13.3	-13.2	1.2	1.4	1.1	-2.7	10.8
CCOC(=O)c1cccc(NC(=O)c2cnccn2)c1	0.6	.	3.1	-5.4	0.6	.	-0.3	5.1	7.7
CCOCCCn1c(SCc2nc3ccccc3s2)nc2ccccc2c1=O	13.5	2.7	-5.0	-7.5	11.8	-1.2	-1.1	5.7	-2.2
COc1ccc(NC(=O)c2ccco2)cc1NC(=O)c1ccc(C)c(C)c1	.	.	5.1	-3.1	2.4	-0.8	-0.6	4.6	-7.2
COc1ccc(NC(=O)C2CCCN(S(=O)(=O)c3cccc4cccnc34)C2)c(OC)c1 (stereo unspecified)	-6.0	3.3	-12.3	-24.9	0.0	-0.7	-0.9	-1.7	-1.2
O=C(Cn1c(SCCOc2ccccc2)nc2ccccc21)N1CCOCC1	11.0	.	.	4.2	-0.7	-1.2	-0.5	1.5	-1.9
COc1ccc(S(=O)(=O)NC2CCCC2)c(Cl)c1Cl	12.9	-1.7	15.8	-9.5	0.7	-0.2	-0.3	5.3	-2.8
O=C(NC1CCCCC1)N1CCSC1=Nc1ccccc1	-0.4	-11.8	?	3.7	0.6	-0.4	-0.6	1.4	-2.8
CSc1ccccc1OCc1cc(C(=O)NCCCn2nc(C)cc2C)no1	-13.0	-2.0	-19.1	-4.7	0.8	-0.4	-1.4	-3.1	-2.9
COC(=O)c1c(NC(=O)c2ccc(C)c(S(=O)(=O)Nc3ccccc3C)c2)sc2c1CCCC2	-10.7	-13.5	-9.3	-3.1	1.7	0.2	0.9	4.3	-4.5
COc1ccc(CNC(=O)CN2C(=O)NC3(CCCc4sccc43)C2=O)cc1 (stereo unspecified)	-3.8	2.5	3.0	-4.3	0.8	-0.2	0.4	-5.5	3.6
COCCNC(=O)c1nn2c(C(F)(F)F)cc(-c3ccccc3)nc2c1Cl	0.0	-9.9	3.5	2.0	4.8	-0.6	-0.3	4.6	1.1
CC(Nc1oc(-c2ccc(COc3ccccc3)o2)nc1C#N)c1ccccc1 (stereo unspecified)	12.4	.	-22.8	16.6	1.2	0.0	0.3	-1.8	-1.1
CCn1c(SCC(=O)N2CCOCC2)nc2c([nH]c3ccccc32)c1=O	.	.	2.9	-2.5	-0.2	.	-0.4	3.8	-1.2
COc1ccc(C2C(C#N)=C(N)N3C(=C2C#N)Sc2ccccc23)cc1 (stereo unspecified)	.	.	.	3.5	25.6	.	6.2	-3.1	1.8
O=C(CSc1nnc(-c2ccccc2)c(-c2ccccc2)n1)NCCc1ccccc1	11.8	.	-0.6	10.7	-2.5	0.4	0.4	-1.4	-1.1
N#Cc1ccc(OCC(=O)Nc2nc(-c3ccncc3)cs2)cc1	4.3	-35.8	-4.4	-18.2	1.2	-0.9	0.1	-1.0	-7.7
CC#CC(=O)N1CCC(C(=O)Nc2ccc(Oc3ccccc3)nc2)CC1	0.2	8.2	1.3	5.9	2.7	0.6	-0.5	-2.6	0.4
Cc1c(NC(=O)CN(c2ccccc2)S(=O)(=O)c2ccc(F)cc2)c(=O)n(-c2ccccc2)n1C	4.3	15.9	3.9	10.0	0.9	0.3	0.3	4.2	7.2
CCOc1ccc(-c2nc(CSc3nnc(C)s3)cs2)cc1OC	0.4	-4.1	-2.9	-8.5	2.1	-1.0	-0.2	2.4	-7.1
O=C(CSc1nnnn1-c1ccccc1)Nc1ncc(Cc2ccccc2Cl)s1	17.0	-3.1	-0.7	-12.6	5.8	-1.0	-0.4	4.5	-5.2
COc1cc2cc(CN(CCCN3CCOCC3)C(=O)Nc3ccccc3F)c(=O)[nH]c2cc1OC	-19.3	-18.7	-3.4	3.8	2.3	8.6	0.7	2.4	-4.2
CS(=O)(=O)n1nc(-c2ccc(Cl)cc2)nc1N	1.4	10.6	-1.2	-5.8	1.9	-0.5	-0.7	5.8	1.6
Cc1ccc(C(=O)CNc2ccc(Cl)cc2)cc1	.	10.0	6.5	-2.3	1.8	0.0	1.3	2.6	-4.5
O=C(CN1C(=O)c2ccccc2C1=O)NCC1COc2ccccc2O1 (stereo unspecified)	-19.5	-1.0	9.8	-18.0	0.7	0.7	0.3	4.1	-3.5
O=C1OC2(CCCCC2)OC(=O)C1=CNc1nc2ccccc2s1	-2.2	-6.2	-0.8	-6.2	1.0	1.3	0.4	-5.5	-1.3
O=C(N/N=C/c1ccc(-c2cccc([N+](=O)[O-])c2)o1)c1ccc([N+](=O)[O-])cc1	-12.3	17.3	-38.1	-7.8	-3.9	-0.7	-0.6	-3.6	-4.0
CCN(CC)Cc1c(C(=O)N/N=C/c2cccs2)nnn1-c1nonc1N	9.9	4.0	-1.4	3.7	0.9	-0.2	1.2	0.7	1.1
CCc1cc(=O)oc2cc(OCc3ccc(C(=O)O)o3)ccc12	4.4	24.8	1.2	-5.8	0.9	-1.3	0.0	-7.6	0.6
CC(=O)Nc1nnc(SCc2ccc(F)cc2)s1	-2.5	-10.3	22.9	5.8	4.2	-0.2	-0.3	-1.5	-6.2
COc1ccc2oc(=O)cc(CN3CCN(Cc4ccccc4)CC3)c2c1	-28.4	.	1.9&5.0	-9.4	1.3	-1.1	-0.5	-0.6	0.1
O=S1(=O)CCN2C(c3ccco3)=CSC2=N1	9.8	-4.1	-2.7	-6.7	0.0	0.7	0.1	-1.5	-1.3
COC(=O)c1sc(N2C(=O)C(=O)/C(=C(/O)c3ccccc3)C2c2ccco2)nc1C (stereo unspecified)	-4.9	12.3	?	17.8	3.1	1.0	-0.1	1.4	-2.2
COc1ccc(-n2cnc3sccc3c2=O)cc1	1.1	-5.3	8.3	2.5	0.8	-0.7	-0.9	-7.1	-1.5
CSc1nc(N)cc(=O)[nH]1	0.3	-6.6	2.2	18.3	4.5	-0.9	0.2	1.8	0.1
O=C(Nc1ncc([N+](=O)[O-])s1)C1CCN(S(=O)(=O)c2cnc[nH]2)CC1	15.8	-8.1	15.3	6.8	0.7	-0.9	-0.2	6.5	-0.5
